Bioassay records from PubChem BioAssay.
PriA SSB inh: K. pneumoniae PriA-SSBct interaction inhibition; AlphaScreen SSBct-PriA binding, biotinylated peptide; inhibition, % at 33 µM; 430,000 tested, 0.6% active; AID 1272365; in the data active = inhibition mostly above about 37%, no sharp cut-off; inactive = mostly below about 20%;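 note: plate controls were negative control peptide for no effect and reference peptide for full effect; strong numbers were not always called active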
Mtb BioA inh: BioA (M. tuberculosis) enzyme inhibition | inhibition, % at 9.99 µM | 360,000 tested, 0.096% active | AID 602481 | purified M. tuberculosis BioA enzyme, plate reader; in the data active = inhibition above about 40%
SARS 3CLpro inh: SARS-CoV 3CLpro protease inhibition; recombinant SARS-CoV 3CLpro, quenched FRET peptide cleavage; inhibition, % at 6 µM; 290,000 tested, 0.14% active; AID 1706; in the data active = inhibition above about 12%
GDH-TPI inh: inhibits GDH-TPI coupling enzymes, artifact for Mtb FBA screen. GDH-TPI coupled enzyme counterscreen, NADH absorbance. inhibition, % at 4.8 µM. 360,000 tested, 1.2% active. AID 588335; in the data active = inhibition above about 30%;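 note: 0% = DMSO wells and 100% = wells lacking the enzyme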
Mtb UGM inh: inhibitors of M. tuberculosis UDP-galactopyranose mutase | P9WIQ1 | purified UGM, fluorescence polarization probe displacement | inhibition, % at 10 µM | 320,000 tested, 0.06% active; in the data active = inhibition above about 10%, passing the limit was not always enough
Mtb FBA inh: Mtb fructose-bisphosphate aldolase inhibition; P9WQA3; purified M. tuberculosis FBA, fluorescence read-out; inhibition, % at 1 µM; 360,000 tested, 2.3% active; in the data active = inhibition above about 27%;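 note: 0% = vehicle and 100% = reference inhibitor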
Target sequence (P9WQA3 whole entry, looked up): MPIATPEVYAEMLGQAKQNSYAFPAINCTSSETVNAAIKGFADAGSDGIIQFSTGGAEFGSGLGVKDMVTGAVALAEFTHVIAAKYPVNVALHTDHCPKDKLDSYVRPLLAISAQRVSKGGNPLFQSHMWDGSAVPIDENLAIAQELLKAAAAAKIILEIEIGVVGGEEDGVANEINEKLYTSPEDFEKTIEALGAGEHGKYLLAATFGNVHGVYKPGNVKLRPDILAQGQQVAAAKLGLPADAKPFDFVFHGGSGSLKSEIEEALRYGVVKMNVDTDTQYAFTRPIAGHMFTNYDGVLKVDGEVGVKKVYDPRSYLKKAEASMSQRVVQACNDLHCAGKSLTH
Rv3671c protease: inhibits the M. tuberculosis serine protease Rv3671c; 320,000 tested, 0.048% active; P9WHR9; AID 2606; inhibition, % at 5.96 µM; in the data active = inhibition above about 38%;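 note: extracellular domain of Rv3671c used as enzyme; 0% = enzyme with DMSO and 100% = no enzyme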
Target sequence (P9WHR9 whole entry, looked up, the tested form may be a part): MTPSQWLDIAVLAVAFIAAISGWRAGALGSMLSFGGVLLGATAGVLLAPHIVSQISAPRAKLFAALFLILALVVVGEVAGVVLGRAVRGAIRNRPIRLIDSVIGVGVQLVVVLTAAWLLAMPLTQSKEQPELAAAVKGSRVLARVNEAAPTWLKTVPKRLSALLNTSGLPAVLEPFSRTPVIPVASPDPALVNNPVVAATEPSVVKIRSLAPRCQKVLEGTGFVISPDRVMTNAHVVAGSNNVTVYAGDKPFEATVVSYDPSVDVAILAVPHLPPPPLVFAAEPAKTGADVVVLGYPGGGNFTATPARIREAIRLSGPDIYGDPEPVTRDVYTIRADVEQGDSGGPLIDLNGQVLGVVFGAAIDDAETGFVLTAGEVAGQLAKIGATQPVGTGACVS
MazF activator: activators of E. coli MazEF toxin-antitoxin RNase. P0AE70. FAM/BHQ RNA-DNA oligo cleavage fluorescence, 5 h. activation, % at 20 µM. 350,000 tested, 0.32% active; in the data active = activation above about 50%
Target sequence (P0AE70 whole entry, looked up): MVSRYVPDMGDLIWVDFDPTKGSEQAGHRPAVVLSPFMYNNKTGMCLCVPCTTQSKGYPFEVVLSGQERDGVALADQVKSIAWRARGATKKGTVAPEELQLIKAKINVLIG
BH1578 lux ind: induces V. cholerae light production without autoinducers; V. cholerae BH1578 lux reporter, luminescence, 6 h; activation, % at 18.7 µM; 350,000 tested, 0.16% active; AID 588436; in the data active = activation mostly above about 9.7%, no sharp cut-off; note: not every result past the cut was called active; inactives centre near 0; reference of the scale not given here
VHR inh abs: inhibitors of human VHR1 phosphatase (DUSP3) | P51452 | recombinant VHR phosphatase, pNPP absorbance | inhibition, % at 13.3 µM | 290,000 tested, 0.52% active | AID 1654; in the data active = inhibition above about 50%; note: some compounds called inactive have numbers as strong as hits
Target sequence (P51452 whole entry, looked up): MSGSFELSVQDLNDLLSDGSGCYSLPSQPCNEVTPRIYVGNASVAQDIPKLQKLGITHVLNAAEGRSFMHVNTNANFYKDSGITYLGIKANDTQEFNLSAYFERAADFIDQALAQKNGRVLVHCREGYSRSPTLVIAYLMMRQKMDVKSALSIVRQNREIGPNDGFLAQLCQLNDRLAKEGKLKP
The depositor's hits bear a star; i = inactive; / = not tested or not shown; & = joins results of further samples. The list is partial. The share of hits here may be higher or lower than overall.

1	COCCN1C(=O)C(CC(=O)Nc2ccc(C(C)=O)cc2)SC1=Nc1ccccc1 (configuration not stated)
2	CC(C(=O)O)N1c2cccc3cccc(c23)S1(=O)=O (configuration not stated)
3	COc1cc(C#N)c(NC(=S)N2CCOCC2)cc1OC
4	Cc1cc(CNC(=S)Nc2ccc(Br)cc2Cl)nn1C
5	CC(NC(=O)Nc1ccccc1)C(c1cccs1)N1CCN(c2ccccc2)CC1 (configuration not stated)
6	Cc1cccnc1NC(=O)CCNS(=O)(=O)c1ccc2c(c1)c(=O)n(C)c(=O)n2C
7	CCCCn1c(N)c(N(CCOC)C(=O)CSCc2c(C)noc2C)c(=O)[nH]c1=O
8	Cc1c(Nc2nc3ccccc3n3cnnc23)cccc1[N+](=O)[O-]

Screen / compound no.	1	2	3	4	5	6	7	8
PriA SSB inh	-9.3&-21.7	-13.0	/	-6.6	-10.0	3.1	-2.1	0.6
Mtb BioA inh	3.8&5.5	-1.8	/	/	-1.6	/	-0.4	1.5
SARS 3CLpro inh	4.0	-0.2	0.6	0.7	3.2	0.9	-0.1	0.5
GDH-TPI inh	7.3&-6.8	19.4	/	-3.3	-0.5	-0.3	6.4	-11.0
Mtb UGM inh	3.3	1.2	1.3	-0.1	-1.2	-1.2	3.0	0.1
Mtb FBA inh	-0.3&1.5	14.2	/	-1.4	0.0	5.5	1.5	-5.5
Rv3671c protease	-5.3	/	-5.2	4.5	-0.7	4.3	-5.8	-2.1
MazF activator	-4.4&-2.3	-8.9	/	12.2	-17.9	7.1	-0.6	-4.5
BH1578 lux ind	i	i	/	-0.3	-0.3	-1.7	-4.5	0.6
VHR inh abs	57.4*	30.3	8.5	2.1	16.5	1.2	14.5	-6.7

9	CCOC(=O)C1CCCN(CC(=O)Nc2ccc(C(=O)Nc3ccccc3OC)cc2)C1 (configuration not stated)
10	Cc1cc(=O)oc2cc(OCC(=O)Nc3nnc(C4CC4)s3)ccc12
11	COc1ccc2c(c1)C1CC(C)(NC(=O)C1S(=O)(=O)c1ccc(F)cc1)O2 (configuration not stated)
12	Cc1ccccc1Nc1ncnc2c1cnn2-c1ccccc1
13	COc1cccc(NC(=O)CN(C)S(=O)(=O)c2ccc3c(c2)CCC(=O)N3)c1
14	CCC(=O)c1cc(-c2nc3ccccc3n2C)n(C)c1
15	Cc1c(-c2ccccc2)c(P(=O)(N2CCOCC2)N2CCOCC2)c2ccccn12
16	O=C(Nc1ccccc1SC(=O)c1ccccc1)c1ccccc1

Screen / compound no.	9	10	11	12	13	14	15	16
PriA SSB inh	-0.1	-6.4	-3.4	-9.2	-10.8	-4.0	-4.6	/
Mtb BioA inh	1.0	0.1	/	3.4	-0.8	4.9	/	0.1
SARS 3CLpro inh	/	2.0	-0.4	0.1	-3.6	2.3	2.1	/
GDH-TPI inh	1.4	-3.4	3.4	-1.4	0.5	1.9	3.3	3.0
Mtb UGM inh	/	-0.7	-0.5	-1.2	0.1	0.1	-0.4	/
Mtb FBA inh	3.2	2.7	5.6	0.0	0.1	3.1	7.2	-1.4
Rv3671c protease	/	-4.0	4.8	5.0	12.9	5.1	-10.1	/
MazF activator	6.4	-0.6	-21.1	0.5	9.5	-0.9	7.0	3.2
BH1578 lux ind	6.2	-0.3	-0.7	-0.2	-0.3	-5.0	i	i
VHR inh abs	/	11.2	27.0	-9.6	5.5	16.3	19.4	/

Looked up one by one from above:
12	Cc1ccccc1Nc1ncnc2c1cnn2-c1ccccc1
10	Cc1cc(=O)oc2cc(OCC(=O)Nc3nnc(C4CC4)s3)ccc12
9	CCOC(=O)C1CCCN(CC(=O)Nc2ccc(C(=O)Nc3ccccc3OC)cc2)C1 (configuration not stated)

Screen / compound no.	12	10	9
PriA SSB inh	-9.2	-6.4	-0.1
Mtb BioA inh	3.4	0.1	1.0
SARS 3CLpro inh	0.1	2.0	/
GDH-TPI inh	-1.4	-3.4	1.4
Mtb UGM inh	-1.2	-0.7	/
Mtb FBA inh	0.0	2.7	3.2
Rv3671c protease	5.0	-4.0	/
MazF activator	0.5	-0.6	6.4
BH1578 lux ind	-0.2	-0.3	6.2
VHR inh abs	-9.6	11.2	/

Carrying on.
17	CC(C)NC(=O)c1cc2nc(-c3ccco3)cc(C(F)(F)F)n2n1
18	CO/N=C/NC(=O)c1c(OC)ccnc1Oc1cccc(C(F)(F)F)c1
19	NNC(=O)c1cc(C23CC4CC(CC(C4)C2)C3)nc2ccccc12
20	Cc1cccc(OCC(O)CN2CCN(CCN3C(=O)c4cccc5cccc(c45)C3=O)CC2)c1C (configuration not stated)
21	CNC[C@@H]1Oc2c(NS(C)(=O)=O)cccc2C(=O)N([C@@H](C)CO)C[C@H]1C
22	Cc1ccccc1C(=O)NC1CCCCCCC1
23	CSCCC(NC(=O)/C(=C/c1ccc(F)cc1)NC(C)=O)C(=O)O (configuration not stated)
24	COc1ccc(CCNc2nc(C)nc3c2nnn3Cc2ccccc2)cc1OC

Screen / compound no.	17	18	19	20	21	22	23	24
PriA SSB inh	2.6	i	-19.6	7.4	10.1	-11.9	-19.6	-16.7
Mtb BioA inh	-1.1	-0.6	-1.3	/	-3.2&-2.1	-1.9	-2.0	-1.1
SARS 3CLpro inh	-1.8	0.7	2.2	0.6	/	2.2	-0.3	2.7
GDH-TPI inh	29.2	20.8	-2.8	-1.0	8.6	-6.8	6.0	-12.4
Mtb UGM inh	2.7	-3.3	-7.6	1.0	-0.2	3.1	-0.6	1.4
Mtb FBA inh	18.8	1.0	0.6	2.1	-0.2	1.3	1.4	-0.9
Rv3671c protease	2.3	0.6	1.0	-4.1	1.9	1.3	10.9	-3.2
MazF activator	8.6	-8.5	8.4	-23.1	9.7	10.4	0.7	0.0
BH1578 lux ind	i	i	0.6	-0.3	-0.6	-2.3	-0.3	-2.0
VHR inh abs	15.6	-3.7	-3.2	16.9	/	-3.6	19.1	3.6

25	CN(C)c1cc2c(cc1NS(=O)(=O)c1ccccc1)n(C)c(=O)n2C
26	Cc1ccc(-n2c(Cc3cccn3C)nnc2SCC(=O)N2CCN(c3ccccc3)CC2)cc1
27	COc1ccc(/C=N/NC(=O)CC2N=C(Cc3ccccc3)NNC2=O)cc1OC (configuration not stated)
28	CC(=O)Cn1ncc(N2CCOCC2)c(Br)c1=O
29	C=CCNc1n[nH]c(=S)s1
30	CCS(=O)(=O)c1ccc(O)c(NC(=O)NC2CCCCC2)c1
31	O=C(O)CC(NC(=O)C1CCCCC1)c1cc([N+](=O)[O-])ccc1Cl (configuration not stated)
32	O=C(CSC1=NCCS1)Nc1ccc2ccccc2c1

Screen / compound no.	25	26	27	28	29	30	31	32
PriA SSB inh	-3.2	27.3	/	-5.5	/	-3.1	-16.8	-0.4
Mtb BioA inh	3.1	-1.5	/	/	-1.3	-0.6	-0.8	/
SARS 3CLpro inh	-1.9	-3.2	-4.7	-6.0	/	2.7	-1.2	-0.8
GDH-TPI inh	-0.8	6.0	12.3	0.9	5.3	6.3	-3.1	7.0
Mtb UGM inh	0.8	-4.6	-4.0	-1.6	/	-1.8	-1.1	1.3
Mtb FBA inh	-0.3	-0.3	3.2	-2.2	-0.3	1.6	0.2	-2.3
Rv3671c protease	-1.7	-0.8	-5.7	-6.5	/	1.8	6.6	-16.2
MazF activator	10.8	-1.1	4.8	-11.6	4.4	-1.8	0.5	-2.0
BH1578 lux ind	-4.8	-0.5	-0.2	i	-7.6	-0.3	i	i
VHR inh abs	49.1	20.9	-8.4	31.9	/	-3.1	-10.7	43.6

33	COc1cccc(NC(=O)CSc2nnc(NC(=O)C3CC3)s2)c1
34	Cc1ccc(NC(=O)CCCNC(=O)c2ccc(Cl)cc2)nc1
35	c1ccc(-n2ncc(-c3nn[nH]n3)n2)cc1
36	Cc1nn(C)cc1C1Nc2ccccc2C(=O)N1O (configuration not stated)
37	CCOc1ccccc1N
38	Clc1ccc(Cn2cnc3ccccc32)cc1
39	Cc1ccc(/C=C/c2ccc(=O)n(Cc3ccccc3Cl)n2)cc1
40	O=c1/c(=C\c2cccnc2)sc2nc3ccccc3n12

Screen / compound no.	33	34	35	36	37	38	39	40
PriA SSB inh	5.2	-9.7	1.6	-3.9	-9.3	-27.3	-32.5	/
Mtb BioA inh	-0.1	0.4	/	5.5	-2.6	2.8	/	-0.7
SARS 3CLpro inh	-3.4	-4.0	-1.8	-0.1	/	5.7	9.2	-2.4
GDH-TPI inh	0.0	-5.8	6.9	7.1	4.2	4.9	-1.7	1.4
Mtb UGM inh	1.9	1.5	4.2	-2.1	-0.3	-0.2	-2.9	/
Mtb FBA inh	-3.4	0.1	9.1	3.2	-0.4	1.9	7.4	0.5
Rv3671c protease	0.4	-4.6	-1.3	6.8	-10.7	5.0	-10.3	/
MazF activator	6.5	-20.9	6.7	3.5	-4.2	4.0	-8.3	-11.0
BH1578 lux ind	i	-0.2	i	-0.3	-0.3	-0.4	i	i
VHR inh abs	-1.0	33.5	20.0	-9.2	/	16.0	10.8	3.5

41	Cc1cc(C)c(C(=O)N2CCC3(CC2)OCCO3)c(C)c1
42	Clc1ccc(-c2nc(/C=N/N3CCOCC3)c3ccccn23)cc1
43	COc1ccc(C(CNC(=O)c2cccc(S(=O)(=O)Nc3cccc(C)c3)c2)N2CCOCC2)cc1 (configuration not stated)
44	COc1ccc(C(=O)N2CCC(C(=O)Nc3ccccc3C)CC2)cc1OC
45	Cc1ccc(/C=N/NC(=O)c2cc3c(ccc4ccccc43)o2)cc1[N+](=O)[O-]
46	O=C1CCC(C(=O)O)(c2ccccc2)C1 (configuration not stated)
47	COc1ccc(C(=O)Nc2cc(C(C)=O)c(C)oc2=O)cc1
48	O=C(/C=C/c1ccc([N+](=O)[O-])cc1)OCC(=O)N1c2ccccc2Sc2ccccc21

Screen / compound no.	41	42	43	44	45	46	47	48
PriA SSB inh	1.2	/	-2.2	-7.8	/	/	-0.7	11.5
Mtb BioA inh	-1.4	/	-0.3	/	-2.1	/	1.2	-1.4
SARS 3CLpro inh	2.8	4.4	/	4.7	-5.6	-3.8	-1.1	0.4
GDH-TPI inh	-4.6	22.1	-4.3	7.9	6.2	/	3.7	10.0
Mtb UGM inh	-1.4	-2.6	0.3	1.9	-1.0	2.1	-0.2	1.9
Mtb FBA inh	0.4	3.1	-2.4	-0.2	-0.4	/	1.5	0.9
Rv3671c protease	1.3	2.4	-18.9	1.9	3.3	-0.9	1.5	3.1
MazF activator	1.8	0.4	-5.3	-9.2	-27.0	/	-3.0	-2.1
BH1578 lux ind	0.2	-1.1	i	i	i	/	-1.8	-0.6
VHR inh abs	3.6	11.0	/	29.6	14.7	29.4	20.2	-4.7

49	COc1ccc(/C=C2\Sc3ccc(C(=O)N4CCCC4)cc3N(C)C2=O)cc1OC
50	COc1ccc(OCC(=O)Nc2ccc3c(c2)nc(CN2CCCC2)n3C)cc1
51	CC(=O)N1CCN(Cc2nc3cc(NC(=O)c4ccc(F)cc4)ccc3n2C)CC1
52	O=C(NC(=S)NCc1cccnc1)c1cc2ccccc2o1
53	O=C(NNC(=O)c1cccc(-n2cccc2)c1)c1ccccc1
54	COc1cc(NC(=O)CSc2nncn2C)c(C)cc1[N+](=O)[O-]
55	CSc1ccc(C(=O)C2CCCN(C(=O)CN3CCOC3=O)C2)cc1 (configuration not stated)
56	CCOC(=O)C1=C(Nc2ccc(OC)cc2)C(N)=NC1=N

Screen / compound no.	49	50	51	52	53	54	55	56
PriA SSB inh	-9.2	-4.3	-8.3	-3.2	-2.0	3.1	-12.7	/
Mtb BioA inh	2.2	-0.1	4.1	-0.7	1.0	0.6	13.3	/
SARS 3CLpro inh	-2.4	-6.9	3.4	2.4	/	1.0	-2.3	/
GDH-TPI inh	17.0	3.8	7.5	1.3	6.1	16.3	6.5	7.6
Mtb UGM inh	2.8	/	-1.9	0.3	2.5	1.1	2.6	/
Mtb FBA inh	2.6	2.8	4.6	6.9	-1.1	3.1	-2.2	-2.2
Rv3671c protease	-3.1	-6.0	-2.1	-4.1	-5.8	-1.6	/	/
MazF activator	4.4	-0.5	-12.3	2.8	8.2	-1.2	-2.7	10.1
BH1578 lux ind	-0.3	i	-0.1	i	i	5.6	-0.3	i
VHR inh abs	-19.8	6.2	56.7*	15.2	/	8.6	7.4	/
